Compound activity: PubChem BioAssay, several laboratories
RT RNaseH block = HIV-1 RT RNase H inhibitors, primary screen, biochemical, fluorescence; Gag-Pol polyprotein (Human immunodeficiency virus type 1 group M subtype B (isolate …; RT-RNase H RNA/DNA duplex cleavage; inhibition, % at 10 µM; actives 1.9% (n = 65,000); in the data active = inhibition above about 50%
RmlC RmlD mix = RmlC and RmlD coupled enzyme inhibitors, primary screen, biochemical, 384-well, compound mixtures, retest | actives 0.39% (n = 110,000) | inhibition, % at 5.5 µM | RmlC/RmlD coupled enzyme inhibition, 384-well mixture HTS; in the data active = inhibition above about 30%, passing the limit was not always enough; inconclusive = no clear call, values can overlap the other calls; also: strong numbers were not always called active
* marks the source's active call; other numbers are inactive results; i = inactive; ? = inconclusive; nt = no result given.

Every second line gives: RT RNaseH block, RmlC RmlD mix
Clc1ccccc1-c1nnc2sc(-c3cccs3)nn12
→ 1, 10
NC(=O)CN(c1ccc(Cl)cc1)S(=O)(=O)c1ccccc1
→ 3, nt
CC1CCN(c2nc3c(c(=O)[nH]c(=O)n3C)n2CCSc2ncccn2)CC1
→ -4, nt
Cc1nn(-c2ccccc2)c(Cl)c1C(=O)NCC(=O)O
→ -6, 4
Cn1c(SCC(=O)Nc2cccc3ccccc23)nc(O)cc1=O
→ -3, 2
Nc1c(NCc2ccccc2F)c(=O)[nH]c(=O)n1Cc1ccccc1
→ -36, -21
CC(C)(C)c1[nH]nc2c1C(c1ccncc1)C(C#N)=C(N)O2 (centres undefined)
→ 0, -8
O=C1CC(c2ccc(S(=O)(=O)NCCOc3ccccc3)cc2)CN1 (centres undefined)
→ 7, -3
OC(COC(c1ccccc1)c1ccccc1)CN1CCCCC1 (centres undefined)
→ nt, 18
Cn1c(/N=C/c2c(O)ccc3ccccc23)nc2ccccc21
→ -24, nt
CCOC(=O)Cn1c(=O)sc2ccccc21
→ -25, -7
Cc1ccc(N2C(=O)C3N=NN(CC(=O)N4N=C(c5cccc6ccccc56)CC4c4ccccc4)C3C2=O)cc1 (centres undefined)
→ nt, -49
CCN1C(=O)/C(=C/N(C)C)c2ccccc21
→ -7, -9
O=C(NCc1ccccc1)C(C(=O)c1ccc(F)cc1)n1ccccc1=O (centres undefined)
→ nt, 6
COc1ccc(C(=O)Cc2cc(OC)c(OC)cc2[N+](=O)[O-])cc1
→ nt, -7
COc1ccccc1NC(=O)C12CC3CC(C1)CC(c1ccc(C)cc1)(C3)C2
→ nt, -8
C[C@H]1CCCC(=O)CCCCCc2cc(O)cc(O)c2C(=O)O1
→ -23, -8
COc1ccccc1NS(=O)(=O)c1cc(C(=O)N2CC(C)CC(C)C2)ccc1C (centres undefined)
→ nt, -4
CCOc1ccccc1CNc1nc2nc3c(c(=O)n2[nH]1)CCC3
→ -4, -8
COc1ccc(C(=O)NCc2ccc(C)cc2)cc1S(=O)(=O)N1CCCc2ccccc21
→ nt, -14

Shown as a markdown table: entries from further up
| Molecule | RT RNaseH block | RmlC RmlD mix |
| --- | --- | --- |
| COc1ccccc1NS(=O)(=O)c1cc(C(=O)N2CC(C)CC(C)C2)ccc1C (centres undefined) | nt | -4 |
| CCOc1ccccc1CNc1nc2nc3c(c(=O)n2[nH]1)CCC3 | -4 | -8 |
| COc1ccc(C(=O)NCc2ccc(C)cc2)cc1S(=O)(=O)N1CCCc2ccccc21 | nt | -14 |

Remaining list, next part
Every second line gives: RT RNaseH block, RmlC RmlD mix
Cc1ccccc1Cn1nnc2c1C(=O)c1ccccc1C2=O
→ nt, -6
CC12CCC(C(=O)NC(c3ccccc3)c3ccccc3)(OC1=O)C2(C)C (centres undefined)
→ nt, 9
COc1cc(NC(=O)COc2ccc(-n3cnnn3)cc2)c(OC)cc1Cl
→ 5, 14
Cc1ccc2nc(N3CCN(C(=O)c4cccs4)CC3)c(C#N)cc2c1
→ -16, -6
CCCCOC(=O)CSc1nnc(N)s1
→ 5, -13
C[C@@H](C(=O)N1CCNCC1)n1cc(CCCN=C(N)N)nn1
→ nt, -18
Cc1nn(-c2ccccc2)c2sc(C(=O)N(CC(=O)NC(C)(C)C)Cc3ccco3)cc12
→ -10, 11
CC1=CCC[C@@H]2[C@@](C)(CC/C(C)=C/C(=O)O)[C@H](C)CC[C@@]12C
→ nt, -12
COc1cc(C2=NOC(C(=O)NCc3ccco3)C2)cc(OC)c1OC (centres undefined)
→ -3, -7
Cc1ccc(S(=O)(=O)c2c(C)nn(C(C)(C)C)c2OC(=O)c2cccs2)cc1
→ -5, -9
CCN1C(=O)S/C(=C\c2ccc(N3CCOCC3)cc2C)C1=O
→ nt, 0
Cc1ccc(C(=O)NC(=S)Nc2cc(C(F)(F)F)ccc2Cl)cc1
→ nt, 3
Cc1ccc(NCc2cccnc2)cc1
→ nt, 37
COc1cccc(C2=NOC(C(=O)NCc3ccccn3)C2)c1 (centres undefined)
→ -3, 13
COCCCNC(=O)CN(Cc1ccc(Cl)cc1)S(C)(=O)=O
→ 2, 8
COC(=O)c1cccc(N(C(=O)CNC(=O)c2ccco2)C(C(=O)NC2CCCC2)c2ccco2)c1 (centres undefined)
→ -3, 14
COc1ccc(OC)c(S(=O)(=O)Nc2cc(OC)c(Cl)cc2OC)c1
→ -79, 1
COc1ccccc1NC(=O)CC(NCc1ccccc1)C(=O)O (centres undefined)
→ -6, nt
CCCCNC(=O)C(CC)Sc1nc2sc(C(=O)OC)c(C)c2c(=O)n1N (centres undefined)
→ nt, -1
CC1(C(=O)CSc2ncn[nH]2)CCC(=O)O1 (centres undefined)
→ -3, 6
COC(=O)CSc1nc2ccc(NC(=O)CSc3nnnn3Cc3ccccc3)cc2s1
→ 26, 3
COc1ccccc1NC(=O)Cc1noc(CN(C)Cc2cccs2)n1
→ -18, 93
CC(=O)Nc1ccc(S(=O)(=O)n2nc(C)cc2C)cc1
→ 1, 1
CCOC(=O)c1c(C)[nH]c(C(=O)COC(=O)c2ccc(F)c(S(=O)(=O)N3CCOCC3)c2)c1C
→ 38, 9
Cn1c(=O)cc(OCCCC(=O)NCCN2CCN(c3ccccc3F)CC2)c2ccccc21
→ -3, 7
CCOC(=O)N1CCC(NC(=O)CCC(=O)N2CCOc3ccc(C)cc32)CC1
→ -11, -5
COc1cccc(Nc2nc(-c3ccc(O)cc3)cs2)c1
→ nt, 5
O=C(N/N=C/c1ccc(Cl)c([N+](=O)[O-])c1)c1ccc2nc[nH]c2c1
→ nt, 11
CCCc1sc(N/N=C/c2ccccn2)nc1-c1ccc(F)cc1
→ nt, -12
CCOC(=O)N1CCN(S(=O)(=O)c2ccc(OC)c3ccccc23)CC1
→ -17, -9
Cn1c(=O)[nH]c(=O)c2c1nc(CN1CCN(c3ccc(F)cc3)CC1)n2CCc1ccccc1
→ 5, -3
CCCNC(=O)NCc1ccc(N2CCCC2=O)cc1
→ nt, 4
CN(CC(=O)Nc1c(Cl)cccc1Cl)C(=O)CCCN1C(=O)c2ccccc2C1=O
→ nt, -19
CC(=O)NN1C(=O)c2ccc(Oc3cccc([N+](=O)[O-])c3)cc2C1=O
→ nt, -9
CCOC(=O)Cc1c(C)c2c(O)cc(O)cc2oc1=O
→ -9, -13
CCOC(=O)c1ccc(NC(=O)CSc2nc(C)nc3c2c(=O)n(C)c(=O)n3C)cc1
→ -1, 1
O=C(Cc1c[nH]c2ccccc12)OCC(=O)c1ccccc1
→ nt, -35
COc1ccccc1C(=O)Nc1ccc2c(c1)OCO2
→ -42, 11
CCOc1cc(NS(=O)(=O)c2ccc(NC(C)=O)cc2)c(OCC)cc1NC(=O)C(C)C
→ nt, -8
CCc1ccc(NC(=O)Nc2cccs2)cc1
→ -3, -9
Cc1cccc(N2CCCn3c2nc2c3c(=O)n(CC(=O)OCc3ccccc3)c(=O)n2C)c1
→ -5, nt
CCOC(=O)N1CCN(C(=O)c2nc3ccccc3s2)CC1
→ -9, -10
Cc1ccc(-c2nnc(N(C)C(=O)C3CCCO3)s2)cn1 (centres undefined)
→ 3, 7
CC(C)(C)[C@H]1C=C(C(=O)NCc2ccccc2)O[C@@H](OCc2ccc(CO)cc2)C1
→ nt, 8
Cn1nc(-c2ccc(Cl)cc2)c2cc(C(=O)N3CCN(c4ccccc4)CC3)sc21
→ 5, 15
COc1ccccc1C(c1nnnn1CC1CCCO1)N1CCC(C(N)=O)CC1 (centres undefined)
→ nt, -12
CCOC(=O)N(C)c1ccc(C(O)(C(=O)OCC)C(F)(F)F)cc1 (centres undefined)
→ -7, 12
Cc1cccc(/C=N\NC(=O)c2csnn2)c1
→ nt, ?
O=C(O)c1ccccc1O
→ nt, -6
COc1ccccc1NC(=O)CN1CCN(c2ccccn2)CC1
→ nt, -3
CCCSc1nnc(-c2c[nH]c3ccccc23)n1CC
→ -5, 5
C=CCSc1nnc(-c2ccccc2NC(C)=O)c(=O)[nH]1
→ -3, -9
Cc1ccc(S(=O)(=O)N2CCN(C(=O)CSc3nnnn3C)C2)cc1
→ -14, -8
COc1ccc(/C=N/c2oc(-c3ccccc3)cc2C#N)cc1OC
→ nt, -5
COc1ccccc1-c1cc(N)n[nH]1
→ -25, -13
O=C/C(=C\Nc1ccccn1)c1nc2ccccc2o1
→ nt, -9
COc1cc(SC)ccc1C(=O)Nc1ccon1
→ 13, 8
COc1ccccc1C(=O)Nc1ncc2c(n1)CC(c1ccco1)CC2=O (centres undefined)
→ -15, -14
O=C(CSc1nnc(CCc2nc3ccccc3[nH]2)n1-c1ccccc1)NCc1ccccc1
→ nt, 5
COc1ccc(-n2nnnc2SCC(=O)N2CCCc3ccccc32)cc1OC
→ nt, 4

Carrying on:
Every second line gives: RT RNaseH block, RmlC RmlD mix
Brc1ccc(CSc2ncn[nH]2)cc1
→ -27, 3
Cc1ccc(S(=O)(=O)N2CCC(C(=O)N[C@@H](C)C(=O)Nc3ccc4c(c3)OCO4)CC2)cc1
→ 4, i
CC(=O)Nc1nc(CC(=O)c2ccccc2)cs1
→ -6, -13
CN(C)c1ccc(C(=O)c2ccccc2C(=O)O)c(O)c1
→ 1, 12
COc1ccc(Br)cc1C(=O)O
→ -5, -6
Cc1cc(-n2c(SCC(=O)NCc3cccs3)nc3n[nH]c(C)c3c2=N)ccc1Cl
→ 18, ?
CCNC(=O)c1ccccc1NC(=O)c1cccc(S(=O)(=O)N2CCC(C)CC2)c1
→ 3, nt
COc1ccc(CNc2nc3ccccc3n2CCN2CCOCC2)cc1
→ nt, -9
CCN(CC)CCCNC(=O)Cn1cc2c(n1)CCC(C)C2 (centres undefined)
→ -10, -10
Cc1sc(NC(=S)NC(=O)c2ccc(C(C)(C)C)cc2)c(C#N)c1C
→ nt, -6
Cc1ccc(S(=O)(=O)NCC(=O)N(CCc2ccccc2)CC(=O)NCc2ccco2)cc1
→ 0, -43
CC1(C)C(=O)Nc2ccccc2N1C(=O)CN1C(=O)c2ccccc2C1=O
→ -4, -2
COc1cccc(OC)c1C(=O)Nc1ccc(S(=O)(=O)Nc2cc(C)nc(C)n2)cc1
→ -7, 3
CN(Cc1ccccc1)C(=O)CCSc1nc(-c2ccc3c(c2)OCO3)cc(C(F)(F)F)n1
→ nt, -3
O=C(c1cnn2c(C(F)(F)F)cc(-c3ccccc3)nc12)N1CCC2(CC1)OCCO2
→ nt, 11
CCOC(=O)/C(C#N)=C\C1=C(N2CCCC2)CC(C)(C)OC1
→ nt, -15
O=C(CSc1nnc(-c2ccccc2)o1)Nn1cnnc1
→ -3, 12
CCCc1ccc(-c2cc(N)n[nH]2)cc1
→ nt, -6
Cc1ccc2[nH]c(-c3cccc(F)c3)cc(=O)c2c1
→ nt, 4
Cn1nc(OC(=O)Nc2ccc(Cl)cc2)cc1C(F)(F)F
→ nt, -4
CCn1nnc(-c2ccccc2NS(=O)(=O)c2ccc(S(=O)(=O)N3CCCCCC3)cc2)n1
→ -7, 3
CCOCCOC(=O)c1cccc(NC(=O)OCC)c1
→ -4, -11
CCc1oc2c(C)c(O)ccc2c(=O)c1-c1ccc2ccccc2n1
→ nt, -8
Cc1ccc(-n2c(CNc3ccc(F)cc3)nnc2SCC(=O)N2CCOCC2)cc1
→ nt, -16
CNC(=O)c1nc(C)c(C2(C)CC(c3cccc([N+](=O)[O-])c3)=NO2)s1 (centres undefined)
→ nt, 6
COc1cc2[nH]c(=O)n(CCCCCC(=O)N3CCN(c4ccccn4)CC3)c(=O)c2cc1OC
→ -18, -16
O=C1OC(Nc2ccc(F)cc2F)c2ccccc21 (centres undefined)
→ -34, 45
CCC(CC)C(=O)c1c[nH]c(C(=O)NCC2CCCO2)c1 (centres undefined)
→ nt, 4
COc1ccc(CCNC(=O)CN2C(=O)c3ccccc3C2=O)cc1
→ nt, 3
CCOC(=O)c1ccccc1NC1CC(=O)N(c2ccccc2C)C1=O (centres undefined)
→ 43, -14
Cc1csc(NC(=O)CSc2nnc(CCNC(=O)c3cccs3)n2C)n1
→ nt, -10
COC(=O)c1ccccc1NC(=O)CN1CCC(NC(=O)c2ccc(C)cc2)CC1
→ -1, -12
O=C(CNS(=O)(=O)c1ccc(F)cc1)N1CCN(c2ccccc2)CC1
→ -4, 2
CCOc1ccc(-n2c(SCC(=O)NCc3ccco3)nc3c([nH]c4ccccc43)c2=O)cc1
→ nt, 7
Cc1noc(C)c1CSc1nnc2scc(-c3ccccc3)n12
→ 63*, -2
CCOC(=O)c1c(C)[nH]c(C(=O)COC(=O)c2ccc(N3CCCC3=O)cc2)c1C
→ 7, 2
CC(=O)N1N=C(c2ccc(C)o2)CC1c1ccc(Br)cc1 (centres undefined)
→ nt, -1
CC(C)C(=O)NC(=S)Nc1ccc(S(=O)(=O)NC(C)(C)C)cc1
→ nt, 7
N#Cc1ccc(NC(=O)N2CCC(c3nc4c(nnn4Cc4cccc(Cl)c4)c(=O)[nH]3)CC2)cc1
→ 18, -13
COc1ccc(C)cc1NC(=O)CN(C)S(=O)(=O)c1cccs1
→ 3, -13
COc1cc2ccc(=O)oc2c(O)c1OCC=C(C)C
→ -7, 8
CNCC[C@@H](Oc1ccccc1C)c1ccccc1
→ nt, -7
Cc1cc(N)n(C2CCN(C)CC2)n1
→ -3, 2
COc1ccc(C(=O)NC2(C(F)(F)F)N=C3SCCN3C2=O)cc1 (centres undefined)
→ -3, -2
Cn1c(SCC(=O)N2CCCc3ccccc32)nnc1-c1ccccc1
→ 5, 9
COCCN(C(=O)C(F)(F)F)C(C(=O)NC1CCCCC1)c1ccco1 (centres undefined)
→ -8, -24

Random excerpt: 3 entries already listed.
Every second line gives: RT RNaseH block, RmlC RmlD mix
Cn1c(SCC(=O)N2CCCc3ccccc32)nnc1-c1ccccc1
→ 5, 9
COCCN(C(=O)C(F)(F)F)C(C(=O)NC1CCCCC1)c1ccco1 (centres undefined)
→ -8, -24
COc1ccc(C(=O)NC2(C(F)(F)F)N=C3SCCN3C2=O)cc1 (centres undefined)
→ -3, -2

Not all compounds are listed; the hit share may differ from the screen's.
